Mdm2 MdmX PPI – inhibitors of human Mdm2/MdmX interaction | O15151+Q00987 | SaOS-2 split-luciferase Mdm2/MdmX complementation, luminescence | inhibition, % at 8 µM | 330,000 tested, 3% active;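 active means inhibition of at least 50% at 8 µM in the primary screen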
Target sequence (O15151 whole entry, looked up): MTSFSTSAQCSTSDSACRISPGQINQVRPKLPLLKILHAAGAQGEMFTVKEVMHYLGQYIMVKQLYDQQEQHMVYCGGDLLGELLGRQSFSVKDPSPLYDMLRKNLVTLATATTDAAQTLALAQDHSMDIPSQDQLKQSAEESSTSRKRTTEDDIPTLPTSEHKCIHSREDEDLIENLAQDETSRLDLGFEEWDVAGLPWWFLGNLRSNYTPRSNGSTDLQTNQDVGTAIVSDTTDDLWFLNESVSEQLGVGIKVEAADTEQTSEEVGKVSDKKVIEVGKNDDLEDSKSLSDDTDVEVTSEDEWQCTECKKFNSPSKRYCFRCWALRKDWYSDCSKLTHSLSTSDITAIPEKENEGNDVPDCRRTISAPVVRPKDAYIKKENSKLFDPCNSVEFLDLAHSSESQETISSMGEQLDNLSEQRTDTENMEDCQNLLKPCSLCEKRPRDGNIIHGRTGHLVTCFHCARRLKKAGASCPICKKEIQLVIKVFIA
Target sequence (Q00987 whole entry, looked up): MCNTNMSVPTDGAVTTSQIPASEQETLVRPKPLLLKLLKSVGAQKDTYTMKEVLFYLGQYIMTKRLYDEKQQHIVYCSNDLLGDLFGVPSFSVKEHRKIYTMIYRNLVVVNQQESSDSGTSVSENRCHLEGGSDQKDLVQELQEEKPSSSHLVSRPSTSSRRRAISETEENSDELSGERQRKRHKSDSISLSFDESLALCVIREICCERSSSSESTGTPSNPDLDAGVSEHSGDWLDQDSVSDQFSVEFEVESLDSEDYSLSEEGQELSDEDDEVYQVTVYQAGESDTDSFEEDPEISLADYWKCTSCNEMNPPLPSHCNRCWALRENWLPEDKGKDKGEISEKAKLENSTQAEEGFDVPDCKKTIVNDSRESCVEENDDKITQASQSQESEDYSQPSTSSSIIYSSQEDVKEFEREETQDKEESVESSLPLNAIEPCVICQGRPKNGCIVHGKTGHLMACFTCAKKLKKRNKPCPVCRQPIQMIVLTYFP
UPR CHOP act – activators of apoptotic arm of unfolded protein response (CHOP). CHO-CHOP luciferase reporter, UPR activation, luminescence; percent of tunicamycin response over DMSO baseline. 330,000 tested, 0.34% active. activation, % at 10 µM;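 active means at 10 µM dose, activation of 40% or more, normalized to positive control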;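 further: 100% = tunicamycin at 10 µg/mL and 0% = DMSO alone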
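Evaluation: % reporter activation, DMSO baseline versus tunicamycin full activation; System: CHO-CHOP luciferase reporter cell line; Input: 500 cells/well; Incubation: 6 h compound treatment, 37 °C; Measured by: Steady-Glo luciferase luminescence; Dosing: one dose, 10 µM in 0.5% DMSO; Buffer or medium: F12 medium, 10% FBS; Benchmarks: positive tunicamycin 10 µg/mL, negative DMSO alone.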
Jurkat NFkB inh – inhibitors of the PMA/ionomycin-induced NF-kB reporter in Jurkat cells. PMA/ionomycin-induced NF-kB luciferase reporter, luminescence. inhibition, % at 4 µM. 330,000 tested, 0.53% active; in the data active means inhibition above about 50%
UPR XBP1 act – activators of adaptive arm of unfolded protein response (XBP1); CHO-XBP1 luciferase reporter, IRE1-XBP1 UPR activation, luminescence; percent of tunicamycin response, DMSO as zero; 330,000 tested, 0.33% active; AID 463104; activation, % at 20 µM;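 active means versus positive control, 20 µM dose yields 30% or more activation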;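 further: 100% = tunicamycin at 10 µg/mL and 0% = DMSO only wells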
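incubation = overnight seeding at 37 °C, 6 h compound treatment at 37 °C | assay system = CHO-XBP1 cells stably carrying IRE1-XBP1-driven luciferase reporter | input = 1000 cells per well | detection = luciferase luminescence | dosing = single point, 20 µM final compound, 1% DMSO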
tim10-1 inh – inhibits growth of tim10-1 mutant yeast; S. cerevisiae tim10-1 ts strain growth, BacTiter-Glo, 24 h; inhibition, % at 20 µM; 330,000 tested, 2.2% active;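 active means inhibition of at least 40%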;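 further: mutant grown at 25 °C; 0% = DMSO wells with yeast and 100% = wells holding no yeast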
697 NFkB inh – lowers PMA/ionomycin-induced NF-kB signal in 697 B cells; 330,000 tested, 0.33% active; inhibition, % at 4 µM; 697 B-cell NF-kB luciferase reporter, 16 h; in the data active means inhibition above about 35%
tim23-1 inh – growth inhibitors of tim23-1 mutant yeast | S. cerevisiae tim23-1 growth, BacTiter-Glo luminescence, 24 h | inhibition, % at 20 µM | 330,000 tested, 1.3% active | AID 463212;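 active means growth inhibition of the mutant yeast at or above 50%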;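 further: temperature-sensitive mutant grown at 25 °C; plate controls were DMSO-treated mutant yeast for no effect and medium wells lacking yeast for full effect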
TIM10 inh – growth inhibitors of TIM10 yeast strain. S. cerevisiae TIM10 strain growth, BacTiter-Glo luminescence, 24 h. 330,000 tested, 1.4% active. inhibition, % at 10 µM. AID 463195;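 active means inhibition of 40% or more at the single tested concentration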;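 further: wild-type TIM10 isogenic control strain grown at permissive 25 °C; 0% = DMSO yeast wells and 100% = minimal medium wells without yeast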
* = called active by the depositor.

The opening five records, to show the layout:
What do the screens show for `CN1C(C(=O)Nc2ccc(OC(F)(F)F)cc2)=CC(c2cccs2)=NS1(=O)=O`?
Mdm2 MdmX PPI: 58*; UPR CHOP act: 1.9; Jurkat NFkB inh: 12; UPR XBP1 act: -3; tim10-1 inh: 41*; 697 NFkB inh: -6; tim23-1 inh: 39; TIM10 inh: 40

How did O=C(N/N=C1/CCCc2ccccc21)c1cc([N+](=O)[O-])cc([N+](=O)[O-])c1 do in these assays?
Mdm2 MdmX PPI: 67*; UPR CHOP act: 4.1; Jurkat NFkB inh: 5; UPR XBP1 act: 2; tim10-1 inh: -14; 697 NFkB inh: 19; tim23-1 inh: -30; TIM10 inh: -44

Results for COC(=O)Cc1ccc(NC(=O)c2ccccc2Br)cc1 ?
Mdm2 MdmX PPI: 12; UPR CHOP act: 0.5; Jurkat NFkB inh: -3; UPR XBP1 act: 0; tim10-1 inh: 6; 697 NFkB inh: 33; tim23-1 inh: -12; TIM10 inh: -2

Results for COc1ccc(/C=N/N2C(=O)CSC2=S)cc1Br ?
Mdm2 MdmX PPI: 0; UPR CHOP act: -0.5; Jurkat NFkB inh: 8; UPR XBP1 act: -1; tim10-1 inh: -6; 697 NFkB inh: 14; tim23-1 inh: 9; TIM10 inh: 1

How did NC(=O)NC(=O)COC(=O)c1cccc(S(=O)(=O)N2CCCCCC2)c1 do in these assays?
Mdm2 MdmX PPI: -8; UPR CHOP act: -1.4; Jurkat NFkB inh: -8; UPR XBP1 act: 0; tim10-1 inh: 4; 697 NFkB inh: -30; tim23-1 inh: 15; TIM10 inh: -10

All compounds of this part, repeating the preview:
What do the screens show for `CN1C(C(=O)Nc2ccc(OC(F)(F)F)cc2)=CC(c2cccs2)=NS1(=O)=O`?
Mdm2 MdmX PPI: 58*; UPR CHOP act: 1.9; Jurkat NFkB inh: 12; UPR XBP1 act: -3; tim10-1 inh: 41*; 697 NFkB inh: -6; tim23-1 inh: 39; TIM10 inh: 40

How did O=C(N/N=C1/CCCc2ccccc21)c1cc([N+](=O)[O-])cc([N+](=O)[O-])c1 do in these assays?
Mdm2 MdmX PPI: 67*; UPR CHOP act: 4.1; Jurkat NFkB inh: 5; UPR XBP1 act: 2; tim10-1 inh: -14; 697 NFkB inh: 19; tim23-1 inh: -30; TIM10 inh: -44

Results for COC(=O)Cc1ccc(NC(=O)c2ccccc2Br)cc1 ?
Mdm2 MdmX PPI: 12; UPR CHOP act: 0.5; Jurkat NFkB inh: -3; UPR XBP1 act: 0; tim10-1 inh: 6; 697 NFkB inh: 33; tim23-1 inh: -12; TIM10 inh: -2

Results for COc1ccc(/C=N/N2C(=O)CSC2=S)cc1Br ?
Mdm2 MdmX PPI: 0; UPR CHOP act: -0.5; Jurkat NFkB inh: 8; UPR XBP1 act: -1; tim10-1 inh: -6; 697 NFkB inh: 14; tim23-1 inh: 9; TIM10 inh: 1

How did NC(=O)NC(=O)COC(=O)c1cccc(S(=O)(=O)N2CCCCCC2)c1 do in these assays?
Mdm2 MdmX PPI: -8; UPR CHOP act: -1.4; Jurkat NFkB inh: -8; UPR XBP1 act: 0; tim10-1 inh: 4; 697 NFkB inh: -30; tim23-1 inh: 15; TIM10 inh: -10

Results for CC(C)(C)c1ccc(C(=O)n2cnc3ccccc32)cc1 ?
Mdm2 MdmX PPI: 20; UPR CHOP act: -2.3; Jurkat NFkB inh: -7; UPR XBP1 act: -9; tim10-1 inh: 32; 697 NFkB inh: -7; tim23-1 inh: 29; TIM10 inh: 11

What do the screens show for `COc1ccc(-n2c(CCc3ccccc3)nnc2SCC(=O)c2ccccc2)cc1`?
Mdm2 MdmX PPI: 22; UPR CHOP act: 2.2; Jurkat NFkB inh: 4; UPR XBP1 act: -2; tim10-1 inh: 27; 697 NFkB inh: 1; tim23-1 inh: 44; TIM10 inh: 30

How did COCCCn1c(=O)c2sccc2n(Cc2cc(C(=O)OC)ccc2OC)c1=O do in these assays?
Mdm2 MdmX PPI: 2; UPR CHOP act: -0.3; Jurkat NFkB inh: 7; UPR XBP1 act: 2; tim10-1 inh: -4; 697 NFkB inh: -23; tim23-1 inh: 19; TIM10 inh: 15

Results for COc1cccc(NC(=O)CN(C)C(=O)CSc2nc3ccccc3s2)c1 ?
Mdm2 MdmX PPI: 0; UPR CHOP act: 1.8; Jurkat NFkB inh: -10; UPR XBP1 act: 1; tim10-1 inh: 11; 697 NFkB inh: -5; tim23-1 inh: 14; TIM10 inh: 18

How did CCOc1nnnc2c1sc1nc(N3CCOCC3)c3c(c12)CCCC3 do in these assays?
Mdm2 MdmX PPI: 10; UPR CHOP act: -3.8; Jurkat NFkB inh: 3; UPR XBP1 act: 12; tim10-1 inh: 21; 697 NFkB inh: 31; tim23-1 inh: 10; TIM10 inh: 35

What do the screens show for `Clc1ccccc1CSc1cc2c(nn1)-c1ccccc1CC2`?
Mdm2 MdmX PPI: -63; UPR CHOP act: 4.4; Jurkat NFkB inh: -69; UPR XBP1 act: 15; tim10-1 inh: 24; 697 NFkB inh: -83; tim23-1 inh: 17; TIM10 inh: 15

Results for CC(=O)c1ccc(NC(=O)Nc2cccnc2)cc1 ?
Mdm2 MdmX PPI: -15; UPR CHOP act: 3.3; Jurkat NFkB inh: -37; UPR XBP1 act: -1; tim10-1 inh: 10; 697 NFkB inh: -32; tim23-1 inh: 18; TIM10 inh: 6

What do the screens show for `COc1ccc(-c2nc3ccc(C)cn3c2NCc2ccccc2)cc1SC1CCCCC1`?
Mdm2 MdmX PPI: 53*; UPR CHOP act: -7.2; Jurkat NFkB inh: 10; UPR XBP1 act: -7; tim10-1 inh: 5; 697 NFkB inh: 2; tim23-1 inh: 6; TIM10 inh: 17

What do the screens show for `COc1nc(NC2CCCCC2)nc(N2CCCCCC2)n1`?
Mdm2 MdmX PPI: 0; UPR CHOP act: -0.1; Jurkat NFkB inh: -30; UPR XBP1 act: 0; tim10-1 inh: 27; 697 NFkB inh: -21; tim23-1 inh: 41; TIM10 inh: 40*

What do the screens show for `O=C1N[C@H](Cc2c[nH]c3ccccc23)COC(=O)[C@H](Cc2ccc(F)cc2)C/C=C\C[C@H]1CC(=O)N(CCO)Cc1ccccc1`?
Mdm2 MdmX PPI: 41; UPR CHOP act: 0.3; Jurkat NFkB inh: -5; UPR XBP1 act: -1; tim10-1 inh: 6; 697 NFkB inh: 19; tim23-1 inh: 11; TIM10 inh: -8

What do the screens show for `Cc1nn(C)c(Oc2cccc(C(F)(F)F)c2)c1C=O`?
Mdm2 MdmX PPI: 13; UPR CHOP act: 1.5; Jurkat NFkB inh: -28; UPR XBP1 act: 0; tim10-1 inh: 22; 697 NFkB inh: -28; tim23-1 inh: 10; TIM10 inh: 17

What do the screens show for `Cc1cc(Cl)ccc1OC(C)C(=O)Nc1cnn(CCCC(=O)O)c1` (centres undefined)?
Mdm2 MdmX PPI: -8; UPR CHOP act: 3.6; Jurkat NFkB inh: 2; UPR XBP1 act: -3; tim10-1 inh: 3; 697 NFkB inh: 1; tim23-1 inh: 1; TIM10 inh: 2

What do the screens show for `N/C(=N\NC(=O)c1ccccc1)c1cc2ccccc2oc1=O`?
Mdm2 MdmX PPI: 26; UPR CHOP act: 1.6; Jurkat NFkB inh: -9; UPR XBP1 act: 0; tim10-1 inh: -4; 697 NFkB inh: -16; tim23-1 inh: 12; TIM10 inh: 48*

How did CCCN(CCC)CCNC(=O)c1cc2c(-c3ccc(Cl)cc3)nn(C)c2s1 do in these assays?
Mdm2 MdmX PPI: 24; UPR CHOP act: 0.8; Jurkat NFkB inh: -7; UPR XBP1 act: 0; tim10-1 inh: 40; 697 NFkB inh: -9; tim23-1 inh: 28; TIM10 inh: 13

Results for Cn1c(CCNS(=O)(=O)c2ccccc2)nc2cc([N+](=O)[O-])ccc21 ?
Mdm2 MdmX PPI: 3; UPR CHOP act: 1.1; Jurkat NFkB inh: -8; UPR XBP1 act: 0; tim10-1 inh: -2; 697 NFkB inh: 7; tim23-1 inh: 7; TIM10 inh: -3

What do the screens show for `COC(=O)c1ccc(CN(C)S(=O)(=O)c2cccs2)cc1`?
Mdm2 MdmX PPI: -24; UPR CHOP act: 5.3; Jurkat NFkB inh: -14; UPR XBP1 act: -1; tim10-1 inh: -71; 697 NFkB inh: -19; tim23-1 inh: 1; TIM10 inh: -33

What do the screens show for `CCOC(=O)C1CCN(C(=O)c2cccnc2Cl)CC1`?
Mdm2 MdmX PPI: -24; UPR CHOP act: -0.5; Jurkat NFkB inh: -1; UPR XBP1 act: -2; tim10-1 inh: 8; 697 NFkB inh: 16; tim23-1 inh: 22; TIM10 inh: -2

How did CCOC(=O)CCC(NC(=O)CCC(=O)NC(CCC(=O)OCC)C(=O)OCC)C(=O)OCC (centres undefined) do in these assays?
Mdm2 MdmX PPI: 22; UPR CHOP act: 0.8; Jurkat NFkB inh: 5; UPR XBP1 act: 1; tim10-1 inh: 5; 697 NFkB inh: 11; tim23-1 inh: 5; TIM10 inh: 10

How did COc1nc(OC)nc(Oc2ccc([N+](=O)[O-])cc2Cl)n1 do in these assays?
Mdm2 MdmX PPI: -2; UPR CHOP act: 0.4; Jurkat NFkB inh: -5; UPR XBP1 act: -1; tim10-1 inh: 24; 697 NFkB inh: 18; tim23-1 inh: 16; TIM10 inh: -5

What do the screens show for `COc1ccc(Cl)cc1NC(=O)CN(C)C(=O)C1COc2ccccc2O1` (centres undefined)?
Mdm2 MdmX PPI: -16; UPR CHOP act: -0.2; Jurkat NFkB inh: 43; UPR XBP1 act: -1; tim10-1 inh: 1; 697 NFkB inh: -4; tim23-1 inh: 29; TIM10 inh: 5

Results for COc1ccc(OCC(=O)NCc2ccc(Cl)cc2)cc1 ?
Mdm2 MdmX PPI: 3; UPR CHOP act: 2.4; Jurkat NFkB inh: 7; UPR XBP1 act: -3; tim10-1 inh: 17; 697 NFkB inh: 11; tim23-1 inh: 15; TIM10 inh: -16

What do the screens show for `COc1ccc(S(=O)(=O)N2CCC(C(=O)NCCN3CCOCC3)CC2)cc1C`?
Mdm2 MdmX PPI: -8; UPR CHOP act: 3.1; Jurkat NFkB inh: -4; UPR XBP1 act: 0; tim10-1 inh: 9; 697 NFkB inh: -5; tim23-1 inh: 10; TIM10 inh: -18

How did CC1CN(S(=O)(=O)c2ccc(NC(=O)CCN3C(=O)c4ccccc4C3=O)cc2)CC(C)O1 (centres undefined) do in these assays?
Mdm2 MdmX PPI: 1; UPR CHOP act: -0.5; Jurkat NFkB inh: 0; UPR XBP1 act: 3; tim10-1 inh: 21; 697 NFkB inh: 3; tim23-1 inh: 16; TIM10 inh: -8

Results for CS(=O)(=O)Nc1ccc(-c2nnc3n2CCCCC3)cc1 ?
Mdm2 MdmX PPI: -30; UPR CHOP act: 2.5; Jurkat NFkB inh: 3; UPR XBP1 act: -4; tim10-1 inh: -11; 697 NFkB inh: 15; tim23-1 inh: 0; TIM10 inh: 11

What do the screens show for `O=C(NCc1ccc2c(c1)OCO2)C1CCCN(S(=O)(=O)c2cccc3nonc23)C1` (centres undefined)?
Mdm2 MdmX PPI: 28; UPR CHOP act: 0.3; Jurkat NFkB inh: 5; UPR XBP1 act: -1; tim10-1 inh: -6; 697 NFkB inh: 2; tim23-1 inh: -10; TIM10 inh: -31

Results for Cc1ccc2c(c1)N(C(C)C(=O)NCCc1ccccc1)C(=O)CO2 (centres undefined) ?
Mdm2 MdmX PPI: -1; UPR CHOP act: -1.1; Jurkat NFkB inh: -15; UPR XBP1 act: 1; tim10-1 inh: 25; 697 NFkB inh: -13; tim23-1 inh: 2; TIM10 inh: -11

From PubChem BioAssay
